# Screens (PubChem BioAssay)
# HepG2 viability: kills HepG2 cells in TGF-b inhibitor counter-screen. actives 0.76% (n = 410,000). HepG2 CAGA-GFP viability, ATP luminescence, 18 h. Potency, µM (top dose mostly 46.1 µM), without a hit: top-dose activity change, negative = cytotoxicity, hits mostly cytotoxic; also: potency is read from the fitted curve at half-maximal effect; some results filed as inactive show a strong effect at the top dose
#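 HepG2 CAGA-GFP cells (1000/well, DMEM with 1% FBS) received compound, then TGF-beta at 500 pg/mL final, and were incubated 18 hours at 37 degrees C. Viability was read by CellTiter-Glo luminescence. Media-only wells were set as complete cell-killing and DMSO as no toxicity.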
# Nrf2 ARE act: activators of Nrf2 (ARE) signaling; AREc32 ARE-luciferase reporter (MCF7-derived line), luminescence, 24 h; Potency, µM (highest dose often 46.1 µM), without a hit: top-dose activation, actives largely listed as activators; actives 0.31% (n = 410,000); AID 624171; also: potency is read from the fitted curve at half-maximal effect; % of control where 0% means no effect; nearly all actives have a fitted effect of over 65% in size
#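 ARE-driven firefly luciferase activity in AREc32 cells measured after a 24 hr compound exposure at 37 deg C, using Steady-Glo reagent and a 30 min room-temperature hold.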
# Nrf2 inh: Nrf2 pathway inhibition; A549 ARE-Fluc reporter, luciferase luminescence, 18-24 h; Potency, µM (doses to about 46 µM), for inactives: top-dose activity change, negative = inhibition, hits mostly inhibitors; actives 2.1% (n = 360,000); AID 504444; also: potency is read from the fitted curve at half-maximal effect; % is scaled to controls: 0 for no effect and ±100 for the full control effect; nearly all actives have a fitted effect of over 60% in size
#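 Nrf2 activity is the BugLite luminescence, read 15 min after reagent at room temperature, following CellTiter-Fluor cytotoxicity readout (30 min, 37C). Compound titrations were applied for 18-24 h to 5000 A549 ARE_Fluc cells/well in 5% FBS OPTI-MEM.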
# MCF10A rereplic: DNA re-replication induction in MCF 10a cells; MCF 10A DNA re-replication, Hoechst nuclear intensity, 48 h; Potency, µM (doses to about 46.1 µM), inactives show top-dose activity, positive = re-replication, usual class: activators; actives 2.9% (n = 350,000); AID 624296; also: potency is read from the fitted curve at half-maximal effect; % of control where 0% means no effect; nearly all actives have a fitted effect of over 50% in size
# IL-1B inflam inh: inflammasome signaling inhibition, IL-1 beta readout; THP-1 LPS/ATP IL-1B secretion, AlphaLISA, 16 h; hits give low values; actives 4.7% (n = 360,000); AID 743279; activity change, % at 57.5 µM; in the data active = activity change below about -50%; inconclusive = mostly about -30% to -49%; also: % is scaled to controls: 0 for no effect and ±100 for the full control effect
#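 THP-1 cells pretreated 1 hr with compounds (up to 57.5 uM final), then stimulated with LPS (250 ng/mL final) plus ATP (1.25 mM final); secreted IL-1B measured by AlphaLISA after 16 hr, decreased signal indicating inhibition.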
# A549 viability: A549 cytotoxicity, counter-screen for Nrf2 inhibitors; A549 ARE-Fluc cells, CellTiter-Fluor viability, 18-24 h; Potency, µM (titrated, usually from 46 µM), for inactives: at the top dose activity change, negative = cytotoxicity, actives largely listed as inhibitors; actives 0.16% (n = 390,000); also: potency is read from the fitted curve at half-maximal effect; % is scaled to controls: 0 for no effect and ±100 for the full control effect
#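 A549 ARE_Fluc cells in 5% FBS OPTI-MEM were exposed to compounds in concentration-response for 18-24 h at 37 deg C. Viability was read by CellTiter-Fluor fluorescence (Ex 405/Em 525) after 30 min, before the luciferase read.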
# ATXN viability: viability counter-screen for ATXN expression inhibitors. S2 cells (HEK-293 line with an ATXN2-luciferase reporter) viability, CellTiter-Fluor protease fluorescence, 24 h. Potency, µM (highest dose often 56.7 µM), usual class: cytotoxic. actives 0.49% (n = 400,000). AID 651635; also: potency is read from the fitted curve at half-maximal effect; nearly all actives have a fitted effect of over 40% in size
# TGFb SMAD3 inh: blocks TGF-b signaling | HepG2 CAGA-GFP TGF-b/SMAD3 reporter, GFP fluorescence, 18 h; TGF-beta stimulated, 500 pg/mL final | Potency, µM (highest dose often 46.1 µM), without a hit: at the top dose activity, negative = inhibition, actives largely listed as inhibitors | actives 1.2% (n = 410,000) | AID 588855; also: potency is read from the fitted curve at half-maximal effect; % is scaled to controls: 0 for no effect and ±100 for the full control effect; nearly all actives have a fitted effect of over 65% in size
#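 First, reporter cells (HEPG2 CAGA-GFP) rested 2 h at 37 degrees C. Next, compounds were pinned in and TGF-beta added to 500 pg/mL final. After 18 h, GFP was imaged per cell and summed per well.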
# ATXN2 expr inh: inhibitors of ATXN2 expression. Potency, µM (highest dose often 57 µM), for inactives: at the highest dose activity change, negative = inhibition, usual class: inhibitors. AID 1745845. actives 0.72% (n = 360,000). HEK-293 ATXN2-luciferase reporter, luminescence, 24 h; also: potency is read from the fitted curve at half-maximal effect; % is scaled to controls: 0 for no effect and ±100 for the full control effect; nearly all actives have a fitted effect of over 55% in size
#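 qHTS (up to 57 uM final) was run with 24 h compound exposure of reporter cells at 37 °C. Each well was multiplexed: SteadyGlo luminescence measured ATXN2-luciferase expression after a fluorogenic Gly-Phe-AFC viability readout (25 uM final).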
# Starred values were filed as active, the others as inactive; i = inactive; ? = inconclusive; . = no result given; & = joins results of further samples; ! = a repeat was not active; [ ] = another dose, or the depositor's remark. Unless noted, calls follow the shape of the dose curve; as a rule, active = well fitted curve in the direction sought with a large enough effect; inconclusive = small, poorly fitted or top-dose-only effect, or another doubt; inactive = no such curve, though single readings can be large; an effect the other way counts as inactive or inconclusive.
no. | SMILES | HepG2 viability | Nrf2 ARE act | Nrf2 inh | MCF10A rereplic | IL-1B inflam inh | A549 viability | ATXN viability | TGFb SMAD3 inh | ATXN2 expr inh
1 | CCn1nc(C)c(NS(=O)(=O)c2ccccc2)c1C | 2% | -0.9% | -32% | 1% | 2 | -3% | i | 5% | 0%
2 | CCCn1nnnc1NC(=O)COc1ccc(Cl)c(C)c1 | 4% | 0.0%[9.22 µM] | -2% | 4% | 0 | 5% | i | -2% | -6%
3 | COc1cccc(C(=O)NCCS(=O)(=O)N2CCCCCC2)c1 | -3% | -0.6% | 3% | 1% | 3 | -5% | ? | 0% | -8%
4 | Cc1ccc(N=C2NC(=O)c3cc([N+](=O)[O-])ccc32)cc1 | 1% | -0.3% | -13% | -12% | -15 | -4% | i | 5% | 11%
5 | O=C(NCc1ccc(Cl)cc1)c1cnccn1 | 5% | -0.2% | 1% | 0% | -18 | 0% | i | 7% | -1%
6 | CCOC(=O)c1cccc(-n2c(C)cc(C=O)c2C)c1 | -8% | 2.5% | -7% | 8% | 16 | -1% | i | -5% | -4%
7 | Cc1ccc(NC(=O)CCc2nnc3ccc(NCc4ccco4)nn23)cc1F | -3% | 27% | 7% | 0% | 0 | 9% | i | -2% | -5%
8 | Cc1ccc(S(=O)(=O)CCC(=O)Nc2nnc(-c3ccc(F)cc3)o2)cc1 | -30% | ? | -7% | ? | -59* | -3% | i | -11% | 5%
9 | O=C(NCc1ccc(Cl)cc1)C1CCN(S(=O)(=O)c2cccc3nonc23)CC1 | -19%&0% | 0.6%&-0.3% | -4%&-9% | -7% | 42 | -3%&8% | i | 9%&-12% | -14%&-2%
10 | COc1cccc(NC(=O)C2CCC(CNS(=O)(=O)c3ccc4c(c3)CCCC(=O)N4)CC2)c1 (stereo unspecified) | -25% | ? | -19% | . | . | -1% | i | 49%[activator] | 4%
11 | Brc1ccc(OCc2nc3ccccc3[nH]2)cc1 | -10% | 4.9% | ? | -3% | -9 | -2% | i | 8% | .
12 | COc1ccc(C2Nc3ccccc3C(=O)N2Cc2ccccc2)cc1COc1ccc([N+](=O)[O-])c(C)c1 (stereo unspecified) | -17% | . | -8% | . | . | -2% | . | 0% | .
13 | CCOc1ccc(NS(=O)(=O)c2ccc(OCC(=O)N3CCCC3)cc2)cc1 | -3% | -0.1% | -4% | 1% | 4 | 12% | i | -11% | -7%
14 | CCOC(=O)c1[nH]c2cc3c(cc2c1NC(=O)CN1CC(C)CC(C)C1)OCO3 (stereo unspecified) | -19% | 1.8% | -13% | 11% | -17 | -8% | i | ? | 9%
15 | O=C(COC(=O)COc1cccc(Br)c1)NCc1ccc2c(c1)OCO2 | 1% | -0.4% | 21% | -1% | 8 | 1% | i | -18% | 9%
16 | CCN1CCN(c2ccc(S(=O)(=O)N3CCOCC3)cc2NC(=O)CC(C)C)CC1 | -18% | -0.5% | 3% | -1% | 6 | -2% | ? | 2% | 6%
17 | CCOc1ncccc1C(=O)Nc1ccc2c(c1)OCCO2 | -3% | 4.3% | ? | -1% | -2 | 0% | i | 22% | -2%
18 | Cc1ccc(N(C(=O)c2csnn2)C(C(=O)NC2CCCCC2)c2cccnc2)cc1C (stereo unspecified) | 21% | 0.5% | 0% | 0% | 9 | 8% | i | 35%[activator] | -18%
19 | CCCC1=Nc2cc(C(=O)NCCN3CCCC3)ccc2Sc2ccccc21 | -21% | 2.7% | 9% | ? | 0 | 9% | i | ? | ?
20 | O=C(Cc1cc(C(=O)O)c2ccccc2n1)Nc1ccccc1 | -19% | 2.9% | ? | 21% | ? | -4% | ? | ? | -38%
21 | COc1ccc(Cl)cc1NC(=O)CN1CCc2ccccc2C1 | -7% | -0.2% | -26% | 22% | -81* | 15% | i | -18% | -25%
22 | O=C(CCCN1CCOCC1)c1ccc2c(c1)OCCO2 | -5% | -0.2% | ? | ? | 4 | -2% | ? | -1% | -13%
23 | COc1cccc(Cl)c1NC(=O)N1CCN(c2cc(C)nc3ccccc23)CC1 | -14% | 3.8% | 23µM* | 7% | -71* | ? | ? | 13µM* | ?
24 | N#Cc1ccccc1OCC(=O)OCC(=O)NC1CCCCC1 | 6% | -1.5% | 3% | -1% | 5 | 0% | i | -4% | 2%
25 | Brc1ccc(Oc2ncc(CN3CCN(c4ccccc4)CC3)s2)cc1 | -9% | 0.0% | ? | 27% | 2 | -11% | i | -2% | -7%
26 | Cc1cc(C)cc(N(CC(=O)Nc2c(C)cc(C)cc2C)S(=O)(=O)c2c(C)nn(C)c2C)c1 | -7% | 0.2% | -37% | . | . | -8% | i | ? | 3%
27 | Nc1cc(=O)n(Cc2ccccc2)c(=O)n1-c1ccc(F)cc1 | -8% | 0.0% | 1% | ? | -24 | -1% | i | 8% | -15%
28 | COCc1cc(C)nc(Nc2ccc(C)cc2C)c1C#N | -32% | 2.6% | 18% | -4% | 21 | 4%[1.84 µM] | ? | ? | ?
29 | COc1ccc(C(=O)N2CCC2(C)C(=O)NC(C)C)cc1OC (stereo unspecified) | -6% | 0.2%[9.22 µM] | . | . | 7 | . | i | 5% | 4%
30 | COc1cccc(N(C(=O)c2snc(C(N)=O)c2N)C(C(=O)NCC2CCCO2)c2cccs2)c1 (stereo unspecified) | -1% | 2.5% | 4% | -9% | -3 | 4% | i | 20% | 8%
31 | CC(C)c1cc2cc3ccc(=O)oc3cc2o1 | -15% | 2.8% | ? | 3% | -5 | -2% | i | -1% | -15%
32 | O=C(CCc1nnc(C2(c3ccc(Cl)cc3)CCC2)o1)N1CCCC1 | -25% | 1.5% | ? | 3% | 9 | 0% | i | -13% | 32%[activator]
33 | COc1ccc(CC(=O)Nc2cccc(C(=O)Nc3ccccc3C(=O)O)c2)cc1OC | -3% | -0.4% | -13% | -3% | -3 | -1% | ? | 2% | -1%
34 | CCOc1nc(N(C)C)nc(-n2nnc(C(C)=O)c2C)n1 | 1% | 0.4% | -4% | 5% | -4 | 1% | i | -1% | -1%
35 | CCOC(=O)C[C@H]1c2ccc(C(F)(F)F)cc2S(=O)(=O)N1c1ccccc1 | 7.1µM*! | 0.5% | 0% | 3% | 16 | ? | i | 14µM* | -5%
36 | CCN(CC)C(=O)c1sc2c(c1C)c(=O)n(-c1ccccc1)c(=O)n2Cc1c(C)cc(C)cc1C | 2% | -1.0% | . | . | . | 2% | i | 9% | -1%
37 | Cc1ccc(C)c(C(=O)CC2(O)C(=O)N(C)c3ccccc32)c1 (stereo unspecified) | -29% | 0.0% | -4% | -8% | 24 | 1% | i | 0% | 1%
38 | O=C(CC1C(=O)NCCN1Cc1ccc(F)cc1)NCCOc1cccnc1 (stereo unspecified) | 9% | 0.5% | -2% | 4% | 2 | 1% | i | 5% | -23%[11.3 µM]
39 | Cc1ccccc1NC(=O)Cc1nc(COC(=O)c2ccc(NC(N)=O)cc2)cs1 | -2% | 3.2% | -1% | -16% | -24 | -9% | i | -2% | 9%
40 | COCCn1c(SCC(=O)NC2CC2)nnc1-c1ccco1 | 4% | -0.3% | 17% | ? | -5 | 0% | i | 4% | 1%
41 | Cc1nn(C)c(C)c1S(=O)(=O)N1CCc2ccccc21 | -19% | 2.9% | . | 13% | 12 | 11% | i | -4% | 2%
42 | COc1ccc(C2NC(=O)c3ccccc3O2)c(OC)c1OC (stereo unspecified) | -5% | -0.8% | 7% | 0% | 26 | -1% | i | ? | 8%
43 | Cc1ccc(C(=O)COC(=O)CCC(=O)NC2CCCCC2)cc1C | -24% | -0.1% | 1% | -7% | 9 | -4% | i | 0% | -4%
44 | COc1cccc(CN2CCc3nc(Nc4ccc5c(c4)OCCO5)ncc3C2)c1OC | -51% | 4.7% | . | . | . | 0% | i | -29% | -29%
45 | CCOc1cc(C2c3c(oc4ccccc4c3=O)C(=O)N2c2nccs2)ccc1O (stereo unspecified) | -64% | 1.3% | -21% | -3% | 13 | -6% | i | ? | .

# Some of these compounds in order of formula weight, largest number first:
no. | SMILES | HepG2 viability | Nrf2 ARE act | Nrf2 inh | MCF10A rereplic | IL-1B inflam inh | A549 viability | ATXN viability | TGFb SMAD3 inh | ATXN2 expr inh
36 | CCN(CC)C(=O)c1sc2c(c1C)c(=O)n(-c1ccccc1)c(=O)n2Cc1c(C)cc(C)cc1C | 2% | -1.0% | . | . | . | 2% | i | 9% | -1%
44 | COc1cccc(CN2CCc3nc(Nc4ccc5c(c4)OCCO5)ncc3C2)c1OC | -51% | 4.7% | . | . | . | 0% | i | -29% | -29%
39 | Cc1ccccc1NC(=O)Cc1nc(COC(=O)c2ccc(NC(N)=O)cc2)cs1 | -2% | 3.2% | -1% | -16% | -24 | -9% | i | -2% | 9%
35 | CCOC(=O)C[C@H]1c2ccc(C(F)(F)F)cc2S(=O)(=O)N1c1ccccc1 | 7.1µM*! | 0.5% | 0% | 3% | 16 | ? | i | 14µM* | -5%
38 | O=C(CC1C(=O)NCCN1Cc1ccc(F)cc1)NCCOc1cccnc1 (stereo unspecified) | 9% | 0.5% | -2% | 4% | 2 | 1% | i | 5% | -23%[11.3 µM]
32 | O=C(CCc1nnc(C2(c3ccc(Cl)cc3)CCC2)o1)N1CCCC1 | -25% | 1.5% | ? | 3% | 9 | 0% | i | -13% | 32%[activator]
43 | Cc1ccc(C(=O)COC(=O)CCC(=O)NC2CCCCC2)cc1C | -24% | -0.1% | 1% | -7% | 9 | -4% | i | 0% | -4%
40 | COCCn1c(SCC(=O)NC2CC2)nnc1-c1ccco1 | 4% | -0.3% | 17% | ? | -5 | 0% | i | 4% | 1%
37 | Cc1ccc(C)c(C(=O)CC2(O)C(=O)N(C)c3ccccc32)c1 (stereo unspecified) | -29% | 0.0% | -4% | -8% | 24 | 1% | i | 0% | 1%
41 | Cc1nn(C)c(C)c1S(=O)(=O)N1CCc2ccccc21 | -19% | 2.9% | . | 13% | 12 | 11% | i | -4% | 2%
31 | CC(C)c1cc2cc3ccc(=O)oc3cc2o1 | -15% | 2.8% | ? | 3% | -5 | -2% | i | -1% | -15%
